USP2a inh: qHTS Assay for Inhibitors of Ubiquitin-specific Protease USP2a Using CHOP2 as the Reporter; AID 463254, 2010; USP2 core, Ub-CHOP2 coupled fluorogenic reporter, 485/531; Ubiquitin carboxyl-terminal hydrolase 2 (Homo sapiens), O75604; 330,000 compounds, 0.01% hits; Potency, µM (series often up to 38.3 µM), for the others: top-dose activity change, negative = inhibition, hits mostly inhibitors;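 also: potency is read from the fitted curve at half-maximal effect; plate controls were DMSO wells for no effect and full inhibition by NEM control for full effect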
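USP2 core (10nM final) preincubated 30min RT with compound in 20mM Tris-HCl pH 8.0, 2mM CaCl2, 2mM beta-mercaptoethanol, 0.05% CHAPS; 25nM Ub-CHOP2 plus 25nM reporter substrate added, fluorescence (Ex485/Em531) read after 60min.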
TRPV1 agonist: HTS Assay for Compounds that Act as Agonists of the Vanilloid Receptor 1; TRPV1-expressing cells, Fluo-8 calcium influx, agonist mode; AID 540275, 2011; activation, % at 8.33 µM; 320,000 compounds, 0.19% hits; Transient receptor potential cation channel subfamily V member 1 (Homo sapiens), Q8NER1; in the data active = activation above about 80%; inconclusive = between about 30% and that limit; also: 0% is about no effect
Target sequence (Q8NER1 whole entry, looked up): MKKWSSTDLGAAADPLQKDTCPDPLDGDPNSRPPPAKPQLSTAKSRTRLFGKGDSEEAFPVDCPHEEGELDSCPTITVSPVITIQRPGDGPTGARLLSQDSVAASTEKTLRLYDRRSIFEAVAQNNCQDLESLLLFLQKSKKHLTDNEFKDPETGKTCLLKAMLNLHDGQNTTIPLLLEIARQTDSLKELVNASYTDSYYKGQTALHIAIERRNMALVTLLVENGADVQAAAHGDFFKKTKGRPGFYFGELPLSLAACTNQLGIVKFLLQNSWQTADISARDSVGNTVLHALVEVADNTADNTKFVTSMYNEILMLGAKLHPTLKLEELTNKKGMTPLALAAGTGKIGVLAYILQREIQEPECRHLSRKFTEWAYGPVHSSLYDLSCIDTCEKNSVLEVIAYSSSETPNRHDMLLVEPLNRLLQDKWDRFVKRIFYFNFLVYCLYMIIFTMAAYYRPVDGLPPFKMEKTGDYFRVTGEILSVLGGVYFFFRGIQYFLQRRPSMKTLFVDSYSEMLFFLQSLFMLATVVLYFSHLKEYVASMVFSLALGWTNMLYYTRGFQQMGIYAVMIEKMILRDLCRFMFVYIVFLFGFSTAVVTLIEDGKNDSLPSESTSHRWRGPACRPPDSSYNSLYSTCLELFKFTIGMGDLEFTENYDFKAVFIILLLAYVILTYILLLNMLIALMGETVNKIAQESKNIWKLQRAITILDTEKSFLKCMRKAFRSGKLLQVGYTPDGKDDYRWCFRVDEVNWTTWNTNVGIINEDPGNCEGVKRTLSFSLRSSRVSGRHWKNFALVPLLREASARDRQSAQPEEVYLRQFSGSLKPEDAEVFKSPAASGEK
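Cells expressing TRPV1 were dye-loaded with Fluo-8 and read kinetically: 10 s baseline, 3 min after compound (agonist portion), then 2 min after EC20 capsaicin (allosteric enhancer portion). Calcium-bound dye fluorescence at 480/520 nm.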
GALK inhibitor: qHTS Assay for Inhibitors of Human Galactokinase (GALK). P51570. 270,000 compounds, 0.007% hits. Potency, µM (titrated, usually from 57.5 µM), for inactives: at the highest dose activity change, negative = inhibition, actives largely listed as inhibitors. Purified GALK, Kinase-Glo residual ATP luminescence; also: potency is read from the fitted curve at half-maximal effect; % is scaled to controls: 0 for no effect and ±100 for the full control effect
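ATP-depletion format; final 35 uM ATP, 100 uM D-galactose, 5 nM enzyme; pH 8.0 HEPES/Mg2+ buffer; 60 min RT; luminescence read 10 min after detection reagent.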
Coupling enz: qHTS Assay for Inhibitors of Fructose-1,6-bisphosphate Aldolase from Giardia Lamblia: Coupling assay counterscreen. activity change, negative = inhibition, % at 58.2 µM, hits read low. coupling enzyme system counterscreen, AmpLite Red fluorescence. 290,000 compounds, 0.67% hits; in the data active = activity change below about -30%; also: % is scaled to controls: 0 for no effect and ±100 for the full control effect
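Activity here indicates interference with the coupling reaction, not aldolase inhibition. Compounds at 57.5 uM final met coupling enzymes for 10 min at RT; substrate and AmpLite Red detection followed, with a 525/598 nm fluorescence read after 20 min.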
B2AR arrestin: qHTS assay of beta-arrestin-biased ligands of beta2-adrenergic receptor; 330,000 compounds, 0.02% hits; beta-arrestin recruitment to beta2AR, cell-based reporter; Beta-2 adrenergic receptor (Homo sapiens), P07550; Potency, µM (top dose mostly 46.1 µM), inactives show at the top dose activation, most hits filed as activators; AID 492947, 2010;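 also: potency is read from the fitted curve at half-maximal effect; 0% = DMSO controls and full agonism = EC100 isoproterenol or metaproterenol; nearly all actives have a fitted effect of over 65% in size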
Giardia killer: Small Molecules that selectively kill Giardia lamblia: qHTS. Giardia lamblia trophozoite viability. activity change, % at 7.66 µM, hits read low. 340,000 compounds, 0.15% hits; in the data active = activity change below about -80%; inconclusive = between about -30% and that limit;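 also: parasites exposed to compound for two days anaerobically before the ATP read; % is scaled to controls: 0 for no effect and ±100 for the full control effect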
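Killing of trophozoites was scored by loss of ATP luminescence after a 48 hrs anaerobic exposure to compounds at 37 deg C, using 100 cells per well.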
Menin MLL FP TR: qHTS Assay for Inhibitors Targeting the Menin-MLL Interaction in MLL Related Leukemias: Competition With Texas Red Labeled MLL-derived Mutant Peptide | O00255 | Menin + Texas Red MLL mutant peptide, fluorescence polarization | Potency, µM (titrated, usually from 61.6 µM), for the others: at the top dose FP activity change, negative = inhibition, usual class: inhibitors | 270,000 compounds, 0.23% hits; active = well fitted inhibition curve with a large enough effect in the polarisation, with a control signal flat, not every such curve was filed as active; inconclusive = small, poorly fitted or top-dose-only effect, or effect the other way, or a change in a side signal; inactive = no such curve, though single readings can be large or run the other way; the % refers to the polarisation; also: potency is read from the fitted curve at half-maximal effect; % of control where 0% means no effect; many of its hits are not listed in these tables
CXXC DNA block: qHTS Fluorescence Polarization Assay for Inhibitors of MLL CXXC domain - DNA interaction | Histone-lysine N-methyltransferase 2A (Homo sapiens), Q03164 | MLL-CXXC / FITC-HOXA9 DNA fluorescence polarization | Potency, µM (top dose mostly 115 µM), inactives show at the highest dose activity change, negative = inhibition, actives largely listed as inhibitors | 290,000 compounds, 0.037% hits | AID 2662, 2010; active = well fitted inhibition curve with a large enough effect in the polarisation, with a control signal flat, not every such curve was filed as active; inconclusive = small, poorly fitted or top-dose-only effect, or effect the other way, or a change in a side signal; inactive = no such curve, though single readings can be large or run the other way; the % refers to the polarisation; also: potency is read from the fitted curve at half-maximal effect
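Fluorescence polarization: 7 uM MLL-CXXC (stock) preincubated 5 min with compounds, then 50 nM fluorescein-HOX-A9 DNA (stock) added; 30 min ambient. Buffer 50 mM Tris-HCl pH 7.5, 50 mM NaCl, 1 mM DTT, 0.05% BSA.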
KCNH2 WT inh: qHTS for Inhibitors of KCHN2 3.1: Wildtype qHTS | Voltage-gated inwardly rectifying potassium channel KCNH2 (Homo sapiens), Q12809 | U2OS, BacMam KCNH2, thallium flux FluxOr; active compounds read low | activity change, % at 1.84 µM | 340,000 compounds, 0.37% hits;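 active = maximum activity change below -70%; inconclusive = maximum activity change between -70% and -50%; inactive = maximum activity change above -50%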; also: % is scaled to controls: 0 for no effect and ±100 for the full control effect
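U2OS cells were transduced with wild-type KCNH2 virus (2.03 x 10^8 / mL) for 4 h at room temperature, then cultured overnight at 37 C. Thallium flux was read with FluxOr dye. Rate constants were normalized to DMSO controls.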
PKM2 activator: qHTS Assay for Activators of Human Muscle isoform 2 Pyruvate Kinase; Potency, µM (top dose mostly 57.5 µM), inactives show at the highest dose activation, hits mostly activators; Pyruvate kinase PKM (Homo sapiens), P14618; AID 1631, 2009; 260,000 compounds, 0.34% hits; purified PKM2, Kinase-Glo ATP luminescence, activation; response scale: 0% is enzyme alone, no compound; also: potency is read from the fitted curve at half-maximal effect; % is scaled to controls: 0 for no effect and ±100 for the full control effect; nearly all actives have a fitted effect of over 55% in size
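Purified hPK-M2 (>95%) run at intermediate activity with 0.1 mM ADP and 0.5 mM PEP in 50 mM imidazole pH 7.2, KCl, MgCl2; 1 h room temperature. ATP formed read by Kinase-Glo luminescence; normalized to uninhibited and no-enzyme controls.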
KCNH2 3.1 block: qHTS for Inhibitors of KCHN2 3.1: Mutant qHTS; Potassium voltage-gated channel subfamily H member 2, brain isoform KCNH2 3.1 (human); U2OS KCNH2 3.1, thallium flux FluxOr; active compounds read low; activity change, % (tested at about 1.8 µM); 340,000 compounds, 0.95% hits;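 active = maximum activity change below -70%; inconclusive = maximum activity change from -70% to -50%; inactive = maximum activity change above -50%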;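 also: thallium influx rate constant from kinetic fluorescence after stimulation buffer; % is scaled to controls: 0 for no effect and ±100 for the full control effect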
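Thallium flux via FluxOr fluorescence (Red40 quencher, 45 min loading) in U2OS cells virally expressing the KCNH2 3.1 isoform (1.77 x 10^8 /mL virus, overnight at 37 C). Rate constants from 2-min kinetic reads post-stimulation, normalised to positive and negative controls.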
* = called active by the depositor; ? = inconclusive; nt = no result given; [ ] = another dose, or the depositor's remark. Unless noted, calls follow the shape of the dose curve; as a rule, active = well fitted curve in the direction sought with a large enough effect; inconclusive = small, poorly fitted or top-dose-only effect, or another doubt; inactive = no such curve, though single readings can be large; an effect the other way counts as inactive or inconclusive. These rows are one share of the data (hit frequency here may not be typical).

SMILES | USP2a inh | TRPV1 agonist | GALK inhibitor | Coupling enz | B2AR arrestin | Giardia killer | Menin MLL FP TR | CXXC DNA block | KCNH2 WT inh | PKM2 activator | KCNH2 3.1 block
COC(=O)CSC1=C(C#N)C(c2ccccc2F)CC(=O)N1 (stereo unspecified) | -4% | 2 | 0% | -23 | 0.3% | 9 | nt | 9% | 6 | 28µM* | 3
Cc1ccc(N(C(=O)CNC(=O)c2ccco2)C(C(=O)NC2CCCC2)c2cccnc2)c(C)c1 (stereo unspecified) | 3% | 2 | -1% | 2 | -0.6% | -3 | nt | ? | 17 | nt | -15
COCCn1nnnc1C(CC(C)C)N1CCN(C(=O)c2ccco2)CC1 (stereo unspecified) | 1% | 3 | 5% | 4 | -0.5% | -11 | -10% | 6% | -6 | 1% | 0
COc1ccc(CNC(=O)C2CCN(S(=O)(=O)N3CCCCC3)CC2)c(OC)c1 | 0% | 0 | -1% | 0 | 0.5% | -4 | -28% | 6% | -14 | 1% | 3
CC1(C)C2CC=C(/C=N/NC(=S)Nc3cccnc3)C1C2 (stereo unspecified) | 2% | 9 | 0% | 0 | 0.1% | -17 | 7% | -5% | -7 | 4% | -3
CC(C)C[C@@H](CSc1ccc(Br)cc1)N1CCN(C)CCC1=O | 9% | 3 | 1% | 0 | 0.3% | -11 | nt | 2% | nt | -9% | nt
COc1ccc(CCN2C(=O)CN(Cc3ccccc3)CC2=O)cc1OC | 2% | 4 | nt | 0 | -0.5% | 1 | -13% | 12% | -9 | 2% | -9
CC(C)(C)c1ccc(OCC(=O)NCCN2CCOCC2)cc1 | 2% | 23 | 6% | 1 | 0.0% | 7 | -14% | 4% | -8 | nt | -1
CC(Nc1c[nH]c(=O)[nH]c1=O)c1ccccc1 (stereo unspecified) | 0% | 2 | 1% | 2 | 0.5% | 2 | ? | 6% | 0 | 3% | 25
Cc1ccccc1C(=O)N1CCN(c2ncnc3c2cnn3-c2ccccc2)CC1 | -10% | 4 | 0% | 0 | 0.2% | 15 | 0% | 0% | -13 | 4% | 2
Cc1ccc(S(=O)(=O)CCC(=O)OCc2cc(=O)oc3cc(C)ccc23)cc1 | 2% | nt | nt | nt | -0.1% | 7 | nt | nt | -18 | nt | 6
O=C(Nc1cc(S(=O)(=O)N2CCCCCC2)ccc1OCC(F)(F)F)c1cnccn1 | 0% | 12 | nt | nt | -1.0% | 11 | nt | nt | 10 | nt | 5
COc1cc(C(=O)N/N=C/c2ccc(OC(=O)c3ccccc3Cl)cc2)ccc1O | 2% | 26 | 2% | 0 | -0.9% | 4 | ? | 124%[activator] | 2 | -4% | -11
Cc1nn(CCCC(=O)Nc2ccccn2)c(C)c1[N+](=O)[O-] | -1% | -1 | 3% | 0 | 0.0% | 5 | -6% | -7% | 3 | -13% | 10
CCC(=O)N(Cc1cc2ccccc2[nH]c1=O)c1ccc(OC)cc1 | 7% | -1 | -1% | 3 | -0.3% | -13 | 5% | -2% | -19 | 1% | 5

Some of these compounds in order of heavy-atom count, highest first.
SMILES | USP2a inh | TRPV1 agonist | GALK inhibitor | Coupling enz | B2AR arrestin | Giardia killer | Menin MLL FP TR | CXXC DNA block | KCNH2 WT inh | PKM2 activator | KCNH2 3.1 block
Cc1ccccc1C(=O)N1CCN(c2ncnc3c2cnn3-c2ccccc2)CC1 | -10% | 4 | 0% | 0 | 0.2% | 15 | 0% | 0% | -13 | 4% | 2
COc1ccc(CCN2C(=O)CN(Cc3ccccc3)CC2=O)cc1OC | 2% | 4 | nt | 0 | -0.5% | 1 | -13% | 12% | -9 | 2% | -9
CCC(=O)N(Cc1cc2ccccc2[nH]c1=O)c1ccc(OC)cc1 | 7% | -1 | -1% | 3 | -0.3% | -13 | 5% | -2% | -19 | 1% | 5
CC(C)C[C@@H](CSc1ccc(Br)cc1)N1CCN(C)CCC1=O | 9% | 3 | 1% | 0 | 0.3% | -11 | nt | 2% | nt | -9% | nt

The listing continues.
SMILES | USP2a inh | TRPV1 agonist | GALK inhibitor | Coupling enz | B2AR arrestin | Giardia killer | Menin MLL FP TR | CXXC DNA block | KCNH2 WT inh | PKM2 activator | KCNH2 3.1 block
Cc1c(N=Nc2ccc(N(C)C)cc2)c(=O)n(-c2ccccc2)n1C | -1% | 13 | 2% | 7 | 0.2% | ? | -8% | 5% | -3 | -7% | 8
CNC(=O)C1CCN(S(=O)(=O)c2c(C)noc2/C=C/c2ccc(OC)cc2)CC1 | 0% | 15 | nt | 0 | 0.5% | -20 | 2% | -2% | -5 | -28% | -8
O=C(NCC(O)COc1ccc([N+](=O)[O-])cc1)Nc1ccccc1 (stereo unspecified) | 3% | nt | -2% | 3 | -0.6% | 6 | nt | 2% | 10 | ? | -16
O=C1CN(C(=O)COc2ccccc2)c2ccccc2N1 | -1% | -4 | -4% | nt | -0.7% | 2 | nt | -4% | -5 | -20% | 1
Cn1cccc1-c1cc(C(=O)N/N=C/c2cccc(O)c2)[nH]n1 | 3% | 1 | 0% | -8 | 0.2% | 4 | 7% | -2% | -2 | 5% | 15
COc1ccccc1CCC(=O)Nc1cc(S(=O)(=O)N2CCCCC2)ccc1N1CCN(C)CC1 | -1% | 0 | nt | nt | 0.0% | 12 | nt | nt | 2 | nt | -8
CN(Cc1ccccc1)C(=O)CN1C(=O)c2ccc([N+](=O)[O-])cc2C1=O | -3% | 3 | 7% | -1 | 0.4% | -11 | 25% | 0% | -7 | 10% | 6
O=c1[nH][nH]c(C(F)(F)F)c1C=NCc1cccc(Cl)c1 | 1% | 5 | 2% | 1 | 0.0% | -5 | 0% | 9% | 14 | 1% | 13
Cc1c(C)c(C)c(S(=O)(=O)Nc2ccc3[nH]c(=O)[nH]c3c2)c(C)c1C | 1% | 2 | 4% | -2 | -0.4% | 6 | ? | 13% | -3 | 0% | -13
Cc1nc2c(ncn2-c2ccccc2)c(=O)n1NC(=O)CN1CCCC1 | 4% | 0 | 1% | 0 | -0.3% | -9 | nt | -10% | 1 | 0% | 11
FC(F)(F)c1cc(-c2ccccc2)nc(N2CCCCCC2)n1 | 1% | -1 | -2% | -1 | 4.5% | -4 | 3% | 4% | -8 | -13% | -1
Cc1cc(-c2ccc(Cl)cc2)c2cnn(C(C)C)c2n1 | 1% | 5 | -1% | -3 | 4.8% | 1 | -28% | 18% | -13 | nt | 9
O=C(/C=C/c1ccc(Cl)cc1)NC(=S)NN1CCCCC1c1cccnc1 (stereo unspecified) | 3% | 0 | nt | 11 | -0.1% | nt | 6% | -5% | nt | 4% | nt
Cc1cc(NC(=O)CSc2nc(N)c(NC(=O)c3ccccc3)c(=O)[nH]2)no1 | -2% | 1 | 5% | 5 | 0.1% | 42[activator] | -25% | 3% | 12 | -4% | -14
O=C(c1ccc2c(=O)n3c(nc2c1)CCCCC3)N1CCN(c2ccccc2)CC1 | -1% | nt | -1% | 4 | -0.7% | 15 | nt | 1% | -12 | 0% | -7
CCC(C)c1ccc(NS(=O)(=O)c2c(C)[nH]c(=O)[nH]c2=O)cc1 (stereo unspecified) | 3% | 4 | 0% | 6 | -0.3% | 9 | -6% | 9% | -13 | nt | -6
CSc1cccc(NC(=O)N2CCc3ccc(NC(=O)c4ccccn4)cc3C2)c1 | -13% | 27 | -1% | nt | 0.4% | -13 | nt | 22% | 5 | nt | 9

Screens as filed in PubChem BioAssay.
